A3G deaminase: blocks human APOBEC3G single-stranded DNA deamination. recombinant A3G, ssDNA deamination FAM/TAMRA fluorescence. inhibition, % at 20 µM. actives 0.28% (n = 330,000). AID 493012;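 active = inhibition of at least 40% at 20 µM, with no more than 30% in the related APOBEC3A deaminase screen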;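 also: plate controls were DMSO wells with A3G for no effect and wells lacking A3G enzyme for full effect; some compounds called inactive have numbers as strong as hits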
mIAP activ: increases mouse intestinal alkaline phosphatase activity | activation factor at 10 µM | AID 2805 | muIAP, CDP-Star luminescence, 30 min; active compounds read high; 1 = vehicle-only enzyme signal, 0 = enzyme-free wells | actives 0.24% (n = 330,000);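 active = activation factor of at least 2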; also: the source names both 10 and 20 µM as test concentration; values of inactives mirror those of a sister screen read the other way
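System: Mouse IAP enzyme | Also added: CDP-Star substrate | Dosing: Compounds dispensed in DMSO | Schedule: 30 min enzyme-substrate-compound incubation at room temperature | Technique: Chemiluminescence readout | Control set: DMSO-only wells and no-enzyme negative control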
mIAP inh: blocks mouse intestinal alkaline phosphatase; purified mouse IAP, CDP-Star luminescence, 30 min; inhibition, % at 10 µM; actives 0.2% (n = 330,000); AID 2806;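 active = inhibition of at least 40% at 10 µM in the primary screen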;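 also: plate controls were DMSO with enzyme for no effect and no enzyme wells for full effect; values of inactives mirror those of a sister screen read the other way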
hIAP inh: blocks human intestinal alkaline phosphatase | actives 0.12% (n = 330,000) | inhibition, % at 10 µM | P09923 | AID 2544 | purified IAP, CDP-Star luminescence, 30 min;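 active = inhibition reaching a set limit with compound at 10 µM in the primary screen, cut at about 35% in these data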;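 also: plate controls were DMSO wells with enzyme for no effect and no-enzyme buffer wells for full effect; values of inactives mirror those of a sister screen read the other way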
Target sequence (P09923 whole entry, looked up): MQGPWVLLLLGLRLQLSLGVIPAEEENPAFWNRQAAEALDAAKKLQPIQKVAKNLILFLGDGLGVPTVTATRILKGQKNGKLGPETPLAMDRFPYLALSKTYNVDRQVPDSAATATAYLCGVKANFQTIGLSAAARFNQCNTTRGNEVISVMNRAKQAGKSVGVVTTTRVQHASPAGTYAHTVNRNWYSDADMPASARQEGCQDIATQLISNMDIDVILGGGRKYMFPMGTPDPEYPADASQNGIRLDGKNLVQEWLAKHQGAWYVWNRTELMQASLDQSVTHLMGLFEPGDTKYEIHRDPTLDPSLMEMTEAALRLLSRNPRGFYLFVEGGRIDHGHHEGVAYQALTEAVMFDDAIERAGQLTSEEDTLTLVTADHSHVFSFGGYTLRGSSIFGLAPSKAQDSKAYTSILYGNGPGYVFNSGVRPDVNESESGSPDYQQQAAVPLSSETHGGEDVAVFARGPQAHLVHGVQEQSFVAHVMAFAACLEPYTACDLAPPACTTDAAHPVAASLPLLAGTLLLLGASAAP
hIAP act: human IAP activation; P09923; purified human IAP, CDP-Star luminescence, 30 min; active compounds read high; 1 = vehicle-only enzyme, 0 = enzyme-free background; activation factor at 10 µM; actives 0.16% (n = 330,000); AID 2524;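 active = activation factor of the enzyme at least 2-fold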; also: the source names both 10 and 20 µM as test concentration; values of inactives mirror those of a sister screen read the other way
NALP3 yeast inh: inhibitors of NALP3 inflammasome in yeast; actives 0.39% (n = 330,000); Yeast reconstituted NLRP3/ASC/caspase-1, beta-gal luminescence, 24 h; AID 2825; inhibition, % at 10 µM;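 active = inhibition of 50% or more; inactive = inhibition below 50%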;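 also: plate controls were induced DMSO wells for no effect and uninduced yeast grown without galactose for full effect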
SENP1 inh: blocks the human SENP1 SUMO protease catalytic domain. recombinant SENP1 catalytic domain, CyPet-SUMO1-YPet FRET cleavage. inhibition, % at 10 µM. actives 0.21% (n = 360,000). AID 624204;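 active = inhibition at least 30% at 10 µM, raw YFP signal under a set limit, fluorescence ratio 0.5 to 1.5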;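 also: 0% = enzyme with DMSO and 100% = no enzyme wells; some results filed as inactive read as strong as hits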
Target sequence (Q9P0U3 419-644 limits assumed): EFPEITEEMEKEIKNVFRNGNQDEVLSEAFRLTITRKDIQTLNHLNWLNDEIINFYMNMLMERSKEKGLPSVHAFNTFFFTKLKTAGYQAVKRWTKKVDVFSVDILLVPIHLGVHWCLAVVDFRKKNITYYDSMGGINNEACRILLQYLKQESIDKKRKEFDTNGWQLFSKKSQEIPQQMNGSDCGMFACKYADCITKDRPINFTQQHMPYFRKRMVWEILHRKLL
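Compound: 10 µM single point, 0.5% DMSO; Test system: hSENP1 catalytic domain, recombinant; Timing: 50 min reaction at room temperature; Technique: FRET, CFP and YFP emission; Control set: no-enzyme wells low, DMSO-plus-enzyme wells high control.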
APOBEC3A inh: blocks human APOBEC3A ssDNA deamination | AID 493011 | recombinant A3A, FAM/TAMRA ssDNA deamination fluorescence | P31941 | actives 0.41% (n = 330,000) | inhibition, % at 20 µM;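 active = at least 40% inhibition at 20 µM here, with at most 30% in a related deaminase screen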;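 also: plate controls were A3A with DMSO for no effect and wells lacking A3A enzyme for full effect; some results filed as inactive read as strong as hits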
Target sequence (P31941 whole entry, looked up): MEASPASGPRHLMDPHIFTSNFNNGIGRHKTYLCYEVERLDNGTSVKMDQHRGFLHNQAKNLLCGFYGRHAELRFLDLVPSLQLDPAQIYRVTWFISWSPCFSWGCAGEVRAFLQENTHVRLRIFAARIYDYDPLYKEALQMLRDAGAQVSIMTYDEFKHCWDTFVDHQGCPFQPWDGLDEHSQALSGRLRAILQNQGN
beta cell repl: MIN6 beta-cell proliferation induction | MIN6 cells proliferation, ATPlite luminescence, 48 h; cells starved in 0.2% serum; 100% = growth in 10% serum | proliferation, % at 10 µM | actives 0.29% (n = 330,000);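 active = compounds whose signal lies at least 3.5 SD above the mean of all wells on their plate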;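 also: 0% = DMSO-treated cells in low-serum medium and 100% = 10% serum control; some compounds called inactive have numbers as strong as hits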
An asterisk follows results filed as active; . = no result given. Some of the compounds tested, so the mix of outcomes need not match the whole.

SMILES	A3G deaminase	mIAP activ	mIAP inh	hIAP inh	hIAP act	NALP3 yeast inh	SENP1 inh	APOBEC3A inh	beta cell repl
O=C(NCc1ccccn1)/C(=C/c1ccco1)NC(=O)c1ccccc1	-4	0.95	5	7	0.93	7	-8	0	-3
O=C(COC(=O)/C=C/c1ccc(Cl)cc1Cl)Nc1cc(C(F)(F)F)ccc1N1CCOCC1	3	0.87	13	-2	1	3	1	1	0
O=C(Cc1cccc(C(F)(F)F)c1)Nc1ccccc1	-8	0.98	2	23	0.77	27	0	-5	-4
CCC(C)NC(=O)CN1C(=O)NC2NC(=O)NC21 (configuration not stated)	-6	1.1	-10	-17	1.2	-2	1	-5	-3
CC1(C)CC(=O)C(C=NCC(O)c2ccccc2)=C(O)C1 (configuration not stated)	-4	0.95	5	13	0.87	6	-1	-2	5
O=C(CSc1nnnn1-c1cccc2ccccc12)Nc1ccc(C(=O)O)cc1	-9	0.97	3	12	0.88	9	-2	-6	1
c1ccc(OCCOCCN2CCOCC2)cc1	-7	1	-3	10	0.9	37	1	-2	-1
CCCC(O)(c1ccccc1)C(CN1CCOCC1)c1ccccc1 (configuration not stated)	-2	0.95	5	-10	1.1	8	0	-6	1
CCOC(=O)C(=O)N1CCN(c2cc3c(cc2[N+](=O)[O-])n(C)c(=O)n3C)CC1	-5	0.93	7	8	0.92	-3	4	1	2
COc1cc(-c2nnc(CSc3nnc(Nc4ccc(Oc5ccccc5)cc4)s3)o2)cc(OC)c1OC	-3	1.1	-7	-11	1.1	15	0	0	0
Cc1c(N=Cc2cccs2)c(=O)n(-c2ccccc2)n1C	0	0.97	2	-4	1	-5	2	0	-2
COc1cccc(C(=O)Nc2cc(=O)n(C)c(=O)n2C)c1OC	-1	0.98	2	12	0.88	13	2	4	2
CC(=O)Nc1cccc(NC(=O)CSc2nc(C3CC3)nc3ccccc23)c1	-9	0.93	7	10	0.9	15	0	-2	-6
N=C(N)Cc1ccccc1Sc1ccccc1	1	0.98	2	-1	1	11	2	42*	-2
CCOC(=O)c1ccccc1NC(=O)c1ccc(Cl)c(S(=O)(=O)N2CCOCC2)c1	-7	0.85	15	18	0.82	10	0	-5	1
CN(Cc1cccc(Cl)c1Cl)CC(O)COc1ccccc1 (configuration not stated)	-7	0.97	3	-2	1	20	1	0	-3
CC(C)(C)OC(=O)N1CCCC(C(=O)Nc2ccc(C(=O)N3CCCC3)cc2)C1 (configuration not stated)	-7	1	-3	4	0.96	5	2	-3	-3
Cc1cc(C)c(OCCn2ccnc2)c(C)c1	0	0.97	3	5	0.95	15	-4	-4	-2
Cc1nc2ccccc2c2nc(NC(=O)Cc3ccccc3)nn12	-3	0.9	10	5	0.95	7	2	-1	0
c1ccc2c(CSCc3nc4ccccc4[nH]3)cccc2c1	3	1.3	-29	8	0.92	9	0	0	-4
CC(=O)c1cccc(NC(=O)C2CCCN2S(=O)(=O)c2cccc3cccnc23)c1 (configuration not stated)	-3	1.1	-7	7	0.93	14	-3	1	8
Cc1noc(C)c1COc1ccc(C(=O)OCC(=O)OC(C)(C)C)cc1	-8	1.2	-21	-5	1.1	12	-1	-1	1
Cc1cc(Br)cc2c(C(=O)NCC3CCCO3)cc(-c3ccccc3)nc12 (configuration not stated)	-3	1	-1	-4	1	11	1	-2	-3
CCN1CCN(C(c2ccccc2)c2nnnn2CCc2ccc(OC)c(OC)c2)CC1 (configuration not stated)	-1	0.9	10	16	0.84	0	-1	-3	0
O=C(c1ccco1)N1CCN(S(=O)(=O)c2ccccc2)CC1	-5	1.1	-7	14	0.85	18	1	-1	-3

(more compounds)
SMILES	A3G deaminase	mIAP activ	mIAP inh	hIAP inh	hIAP act	NALP3 yeast inh	SENP1 inh	APOBEC3A inh	beta cell repl
CN(C(=O)COC(=O)/C=C/c1ccc(C(F)(F)F)cc1)C1CCS(=O)(=O)C1 (configuration not stated)	-7	0.99	1	-6	1.1	4	0	-2	1
O=C(Nc1ccc(Cl)cc1)NC1CCS(=O)(=O)C1 (configuration not stated)	-1	0.94	6	12	0.88	-2	2	-1	3
COC(=O)c1ccc(OC)c(CSc2nnc(COc3ccc(OC)cc3)o2)c1	-10	0.96	4	2	0.98	10	2	-2	1
COc1ccc(N2CCN(C(=O)c3ccc(Br)cc3)CC2)c([N+](=O)[O-])c1	-5	0.98	2	6	0.94	40	2	-2	-2
COc1ccc(NC(=O)CN(C)C(=O)CNC(=O)c2cccs2)cc1	-5	1	-1	16	0.84	1	0	4	1
COc1ccccc1NC(=S)NC(NC(C)=O)C(Cl)(Cl)Cl (configuration not stated)	-9	0.97	3	-1	1	11	4	-2	-2
Cc1ccc(S(=O)(=O)NC(CC(C)C)C(=O)N2CC(C)OC(C)C2)cc1 (configuration not stated)	-8	1	-3	-1	1	6	1	-1	0
O=C(OCC(=O)N1CCC(Cc2ccccc2)CC1)c1ccccc1NCCO	-8	1.1	-10	4	0.96	32	-6	0	-2
O=C(COC(=O)c1sc2cc(F)ccc2c1Cl)Nc1ncc(Cl)cc1Cl	-4	0.91	9	-5	1	6	2	-1	-1
COc1ccccc1NC(=O)c1ccc(N2CC3CC(C2)c2cccc(=O)n2C3)c(NC(=O)c2ccncc2)c1 (configuration not stated)	-2	0.94	6	0	1	3	2	-3	0
COc1ccc(S(=O)(=O)NCCC(=O)OCC(=O)NC2CC2)cc1	-3	1.1	-11	2	0.98	6	0	0	0
COCc1cc(OC)nc(-c2csc(C)n2)n1	-10	1.1	-10	6	0.94	-6	3	2	-1
Cc1cccc(CNc2ncnc3ccc(-c4ccccc4Cl)cc23)c1	-4	1.2	-18	3	0.97	11	3	1	-6
COc1ccc(CCNC(=O)c2ccn[nH]2)cc1OC	-7	1.1	-14	-16	1.2	9	1	-4	3
O=C(Nc1cc(S(=O)(=O)N2CCCC2)ccc1OCC(F)(F)F)c1ccccc1F	-9	0.95	5	-7	1.1	4	3	4	0
CN1CCN(C(=O)Cn2c(=O)oc3cc(S(=O)(=O)NCc4ccccc4)ccc32)CC1	0	0.93	8	16	0.84	12	4	1	1
N#CC1=C(SCC(N)=O)NC(=O)CC1c1ccccc1Cl (configuration not stated)	-5	1.1	-6	0	1	4	0	-3	-1
O=C(O)c1cc(N/N=C/c2c(O)ccc3ccccc23)ccc1Cl	10	1	0	-3	1	-20	-65	1	-5
CC(C)n1c(CN(C)Cc2ccccc2)nc2c1c(=O)n(C)c(=O)n2C	-4	0.98	2	-14	1.1	15	.	1	-5
CCOc1[nH]n(-c2ccc(Cl)cc2)c(=O)c1C=Nc1ccc(O)cc1	-1	0.91	9	6	0.94	5	2	3	-4
Cc1cc(N2C(=O)c3ccc(C(=O)Nc4ccccc4O)cc3C2=O)no1	-5	0.99	1	2	0.98	5	3	-4	-3
COc1ccc(C(=O)NC(=S)Nc2ccc(CN3CCOCC3)cc2)cc1	-4	0.83	17	0	0.99	18	0	0	0
CCOc1ccc(NC(=O)COc2ccccc2)c([N+](=O)[O-])c1	-5	0.9	10	22	0.79	34	1	5	-2
CC(CNC(=O)c1cncc(O)c1)NC(=O)c1cncc(O)c1 (configuration not stated)	-2	1	-1	-4	1	2	1	-3	-4
CCOC(=O)c1sc(N/N=C/c2cc(Br)c(O)c(OC)c2)nc1C	-2	0.81	19	-14	1.1	26	-27	-7	-4

Next section:
SMILES	A3G deaminase	mIAP activ	mIAP inh	hIAP inh	hIAP act	NALP3 yeast inh	SENP1 inh	APOBEC3A inh	beta cell repl
O=C(CCC(=O)N1CCOc2ccccc21)NCCc1ccccc1	-9	0.99	1	5	0.95	11	3	-5	-2
COc1c(S(=O)(=O)NCCCN2CCOCC2)ccc(Cl)c1Cl	-4	0.97	3	-15	1.2	3	1	0	-3
Nn1cnc2scc(-c3ccc(Cl)cc3)c2c1=O	-8	1.1	-6	4	0.96	17	1	-6	-1
O=C(O)CCCNC(=O)c1nn(Cc2ccccc2)c(=O)c2ccccc12	-7	1.1	-12	-6	1.1	10	0	-3	0
COc1ccc(NC(=O)Nc2cccc(NC(C)=O)c2)c(OC)c1	-7	1.1	-6	-1	1	19	2	-2	-2
COc1ccc(-c2nnc(SCC(=O)Nc3nc4ccccc4s3)n2C)cc1	-2	0.98	2	-13	1.1	7	-3	2	1
Cc1nc(SCC(=O)Nc2c(C)nn(C)c2C)c2cnn(-c3ccccc3)c2n1	-1	0.99	1	-3	1	-1	-1	2	-4
CC(NS(=O)(=O)c1ccc(F)cc1)C(=O)Nc1ccc2c(c1)OCCO2 (configuration not stated)	-13	1.1	-8	-25	1.3	12	0	-2	-2
Cn1c(N)c(C(=O)COC(=O)Cc2cccs2)c(=O)n(C)c1=O	-1	1	-2	-18	1.2	15	0	3	-4

A different layout for part of the listing above:
Below each SMILES: A3G deaminase	mIAP activ	mIAP inh	hIAP inh	hIAP act	NALP3 yeast inh	SENP1 inh	APOBEC3A inh	beta cell repl
CC(C)(C)OC(=O)N1CCCC(C(=O)Nc2ccc(C(=O)N3CCCC3)cc2)C1 (configuration not stated)
    -7	1	-3	4	0.96	5	2	-3	-3
CCOC(=O)C(=O)N1CCN(c2cc3c(cc2[N+](=O)[O-])n(C)c(=O)n3C)CC1
    -5	0.93	7	8	0.92	-3	4	1	2

Molecules from the list above that have a Cl atom (12):
SMILES	A3G deaminase	mIAP activ	mIAP inh	hIAP inh	hIAP act	NALP3 yeast inh	SENP1 inh	APOBEC3A inh	beta cell repl
O=C(COC(=O)/C=C/c1ccc(Cl)cc1Cl)Nc1cc(C(F)(F)F)ccc1N1CCOCC1	3	0.87	13	-2	1	3	1	1	0
CCOC(=O)c1ccccc1NC(=O)c1ccc(Cl)c(S(=O)(=O)N2CCOCC2)c1	-7	0.85	15	18	0.82	10	0	-5	1
CN(Cc1cccc(Cl)c1Cl)CC(O)COc1ccccc1 (configuration not stated)	-7	0.97	3	-2	1	20	1	0	-3
O=C(Nc1ccc(Cl)cc1)NC1CCS(=O)(=O)C1 (configuration not stated)	-1	0.94	6	12	0.88	-2	2	-1	3
COc1ccccc1NC(=S)NC(NC(C)=O)C(Cl)(Cl)Cl (configuration not stated)	-9	0.97	3	-1	1	11	4	-2	-2
O=C(COC(=O)c1sc2cc(F)ccc2c1Cl)Nc1ncc(Cl)cc1Cl	-4	0.91	9	-5	1	6	2	-1	-1
Cc1cccc(CNc2ncnc3ccc(-c4ccccc4Cl)cc23)c1	-4	1.2	-18	3	0.97	11	3	1	-6
N#CC1=C(SCC(N)=O)NC(=O)CC1c1ccccc1Cl (configuration not stated)	-5	1.1	-6	0	1	4	0	-3	-1
O=C(O)c1cc(N/N=C/c2c(O)ccc3ccccc23)ccc1Cl	10	1	0	-3	1	-20	-65	1	-5
CCOc1[nH]n(-c2ccc(Cl)cc2)c(=O)c1C=Nc1ccc(O)cc1	-1	0.91	9	6	0.94	5	2	3	-4
COc1c(S(=O)(=O)NCCCN2CCOCC2)ccc(Cl)c1Cl	-4	0.97	3	-15	1.2	3	1	0	-3
Nn1cnc2scc(-c3ccc(Cl)cc3)c2c1=O	-8	1.1	-6	4	0.96	17	1	-6	-1

High-throughput results (PubChem)
